LmPK inh: qHTS Assay for Inhibitors of Leishmania Mexicana Pyruvate Kinase (LmPK) | Potency, µM (doses to about 57.5 µM), inactives show at the top dose activity change, negative = inhibition, usual class: inhibitors | 290,000 tested, 0.37% active | AID 1721, 2009 | purified LmPK, Kinase-Glo ATP luminescence, 1 h; also: potency is read from the fitted curve at half-maximal effect; % is scaled to controls: 0 for no effect and ±100 for the full control effect
Target sequence (Q27686 whole entry, looked up): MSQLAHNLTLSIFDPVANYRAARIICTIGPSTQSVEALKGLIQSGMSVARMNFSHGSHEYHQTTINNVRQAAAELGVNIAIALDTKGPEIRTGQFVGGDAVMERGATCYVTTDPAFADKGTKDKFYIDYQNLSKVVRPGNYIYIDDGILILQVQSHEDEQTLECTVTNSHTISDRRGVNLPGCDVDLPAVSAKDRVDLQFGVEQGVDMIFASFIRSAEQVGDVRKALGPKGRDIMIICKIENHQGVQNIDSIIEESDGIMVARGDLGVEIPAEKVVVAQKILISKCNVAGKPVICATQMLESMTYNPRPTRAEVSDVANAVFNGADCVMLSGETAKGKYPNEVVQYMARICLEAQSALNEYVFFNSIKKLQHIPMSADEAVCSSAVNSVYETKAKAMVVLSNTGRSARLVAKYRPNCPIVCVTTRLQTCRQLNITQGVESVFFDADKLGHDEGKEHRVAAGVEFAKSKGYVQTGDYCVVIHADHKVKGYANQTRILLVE
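Screened at intermediate enzyme activity to detect both inhibitors and activators: LmPK at 0.1 nM, with a 0.5 nM enzyme column as activation reference. PEP 0.5 mM, ADP 0.1 mM; ATP detected by luminescence after 1 h.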
AmpC inh no detg: qHTS Inhibitors of AmpC Beta-Lactamase (assay without detergent); P00811; AmpC nitrocefin hydrolysis, absorbance 480 nm, 0.0001% Triton; Potency, µM (series often up to 57.1 µM), for inactives: at the top dose activity change, negative = inhibition, most hits filed as inhibitors; 330,000 tested, 0.52% active; AID 485341, 2010;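 also: potency is read from the fitted curve at half-maximal effect; plate controls were no compound for no effect and no enzyme for full effect; nearly all actives have a fitted effect of over 20% in size; some results filed as inactive show a strong effect at the top dose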
Target sequence (P00811 whole entry, looked up): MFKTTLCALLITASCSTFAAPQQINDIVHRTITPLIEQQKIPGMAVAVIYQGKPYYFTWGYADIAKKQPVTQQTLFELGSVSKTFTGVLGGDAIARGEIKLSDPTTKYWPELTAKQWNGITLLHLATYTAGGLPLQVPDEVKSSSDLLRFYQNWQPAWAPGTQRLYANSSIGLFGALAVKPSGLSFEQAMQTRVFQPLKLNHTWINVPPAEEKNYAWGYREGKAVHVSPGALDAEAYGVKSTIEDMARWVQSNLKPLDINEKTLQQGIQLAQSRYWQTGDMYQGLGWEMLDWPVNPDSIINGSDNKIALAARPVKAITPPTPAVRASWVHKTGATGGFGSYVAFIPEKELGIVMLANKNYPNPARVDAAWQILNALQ
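AmpC (5.3 nM in the dispensed reagent) in 20 mM phosphate pH 7.0 with 0.01% (detergent screen) or 0.0001% Triton X-100 was preincubated with compounds for 15 min at room temperature. Nitrocefin was then added from an 800 uM solution, and hydrolysis was followed at 480 nm.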
CHX counter: Cycloheximide Counterscreen for Small Molecule Inhibitors of Shiga Toxin; cell reporter, cycloheximide protein synthesis inhibition counterscreen; max response, %; 300,000 tested, 12% active; in the data active = max response mostly above about 13%, no sharp cut-off; inactive = mostly below about 14%; also: read at 38.3 µM for the half of the compounds with a filed dose; 0% is about no effect
Tb PYK inh: qHTS of Trypanosoma Brucei Inhibitors; AID 624173, 2012; TbPYK enzyme, Kinase-Glo Plus ATP luminescence, 45 min; 410,000 tested, 0.12% active; pyruvate kinase (Trypanosoma brucei), Q57TT1; Potency, µM (titrated, usually from 76.8 µM), without a hit: top-dose activity, negative = inhibition, usual class: inhibitors; also: potency is read from the fitted curve at half-maximal effect; % is scaled to controls: 0 for no effect and ±100 for the full control effect; nearly all actives have a fitted effect of over 50% in size
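Luminescence from Kinase-Glo Plus, added after a 45-minute room-temperature reaction, served as the end-point read-out. The enzyme and substrate were preincubated with compound before ADP (130 uM final) initiated turnover. Concentration-effect curves came from normalized qHTS data.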
Pf growth 96h: Primary qHTS for delayed death inhibitors of the malarial parasite plastid, 96 hour incubation. P. falciparum luciferase reporter growth, 96 h. Potency, µM (top dose mostly 28.7 µM), for inactives: at the top dose activity change, negative = inhibition, most hits filed as inhibitors. 320,000 tested, 6.9% active; also: potency is read from the fitted curve at half-maximal effect; % is scaled to controls: 0 for no effect and ±100 for the full control effect
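Parasite growth measured via integrated firefly luciferase reporter in P. falciparum. Infected erythrocytes at 2% hematocrit, 0.05% parasitemia final were treated 96 hours at 37 C under 5% CO2, and luminescence was read.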
Shiga toxin inh: A qHTS for Small Molecule Inhibitors of Shiga Toxin; Vero cells, Shiga toxin protein synthesis inhibition reporter; inhibition, % at 38.7 µM; 290,000 tested, 9.2% active; AID 2315, 2010; in the data active = inhibition mostly above about 28%, no sharp cut-off; inactive = mostly below about 43%; also: 0% is about no effect
Pf growth 48h: Primary qHTS for delayed death inhibitors of the malarial parasite plastid, 48 hour incubation. 310,000 tested, 5.9% active. P. falciparum luciferase growth in erythrocytes, 48 h. Potency, µM (series often up to 28.7 µM), inactives show top-dose activity change, negative = inhibition, usual class: inhibitors; also: potency is read from the fitted curve at half-maximal effect; % is scaled to controls: 0 for no effect and ±100 for the full control effect
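Luciferase-expressing parasites in RBCs, 2% Hct / 0.1% parasitemia final; RPMI 1640 + 0.5% Albumax; 37 C, 5% CO2, one generation; luminescence read-out, lower signal = inhibition.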
* marks the source's active call; other numbers are inactive results; u = inconclusive; x = no result given; [ ] = dose if it differs, or a comment. Unless noted, calls follow the shape of the dose curve; as a rule, active = well fitted curve in the direction sought with a large enough effect; inconclusive = small, poorly fitted or top-dose-only effect, or another doubt; inactive = no such curve, though single readings can be large; an effect the other way counts as inactive or inconclusive.

[1] CCCn1c(N)c(NCCN2CCOCC2)c(=O)n(CC(=O)NCc2ccccc2)c1=O
[2] O=C(CSc1nn(-c2ccc(F)cc2)c(=S)s1)NC1CCS(=O)(=O)C1 (stereo not drawn)
[3] CSCCC(NC(=O)c1ccccc1)C(=O)NCc1ccco1 (stereo not drawn)
[4] CCOC(=O)C1=C(C)N(C)C(=O)NC1c1c(O)ccc2ccccc12 (stereo not drawn)
[5] CN(C(=O)CS(=O)(=O)c1cn(CC(=O)N2CCCCC2)c2ccccc12)c1ccccc1
[6] CCN1CCN(CCC(=O)Nc2ccc(Br)cc2)CC1
[7] Cc1ccc(N2CC(C(=O)N/N=C/c3c(F)cccc3Cl)CC2=O)cc1 (stereo not drawn)
[8] Cc1ccc(NC(=O)CN2C(=O)S/C(=C/c3ccncc3)C2=O)cc1
[9] CC(C)C(NC(=O)c1ccccc1F)C(=O)NCc1ccc(S(=O)(=O)N2CCOCC2)cc1 (stereo not drawn)
[10] CCn1c(CCc2ccccc2)nnc1SCC(N)=O

compound no.	1	2	3	4	5	6	7	8	9	10
Pf growth 96h	23%	-29%	-11%	-21%	u	u	u	u	u	94%[activator]
Tb PYK inh	3%	12%	-5%	2%	-15%	-3%	-12%	-5%	-15%	0%
Shiga toxin inh	29	-8	-7	6	12	-12	-7	-5	x	-1
AmpC inh no detg	-3%[11.4 µM]	-13%	-13%	1%	83%[activator]	-17%	-17%	3%	13%	-4%
LmPK inh	2%	0%	-4%	3%	0%	2%	10%	-2%	x	3%
Pf growth 48h	4%	-19%	-2%	x	u	-28%	8%	-18%	-16%	u
CHX counter	7	1	-3	1	0	2	-1	21	x	-3

[11] COc1ccc(CCC(=O)Nc2nc3ccccc3[nH]2)cc1OC
[12] CCCn1nc(C(=O)Nc2nc(-c3ccccn3)cs2)c2ccccc2c1=O
[13] CCCn1c(=O)[nH]c(=O)c2c1nc(-c1ccc(OC(F)(F)C(F)C(F)(F)F)cc1)n2CCOC (stereo not drawn)
[14] COc1ccc(Br)cc1S(=O)(=O)N1CC(C)OC(C)C1 (stereo not drawn)
[15] Cc1ccc2cc(CN(CC3CCCO3)S(=O)(=O)c3c(C)ccc4nsnc34)c(=O)[nH]c2c1 (stereo not drawn)
[16] COc1ccc(/C=C/c2nc3cc(-c4ccccc4)ccc3o2)cc1O
[17] Cc1csc(NC(=O)c2cc(-c3ccncc3)nc3ccccc23)n1
[18] O=C(NCc1cccnc1)C1CCC(CNS(=O)(=O)c2ccc(Cl)cc2)CC1 (stereo not drawn)
[19] O=C(NCCOc1ccccc1Cl)c1cc(F)c(F)cc1Cl
[20] CCOC(=O)C1=C(c2ccccc2)NC(=S)NC1c1ccc(Cl)c([N+](=O)[O-])c1 (stereo not drawn)

compound no.	11	12	13	14	15	16	17	18	19	20
Pf growth 96h	-9%	4.1µM*	u	-2%	18%	u	-23%	6%	x	276%[activator]
Tb PYK inh	2%	-3%	3%	-2%	-2%	-6%	-4%	-3%	8%	x
Shiga toxin inh	-3	x	-7	12	-14	100*	-4	-6	74*	38
AmpC inh no detg	37%	83%[activator]	71%[activator]	-2%	-11%	-7%	-15%	-13%	-4%	-43%
LmPK inh	11%	x	8%	-3%	-3%	7%	3%	2%	3%	-1%
Pf growth 48h	x	4.1µM*	x	-21%	5%	u	-37%	0%	260%[activator]	u
CHX counter	-4	x	-2	-5	-4	97*	2	-3	53*	-7

[21] Cc1ccc2nc(-c3ccc(NC(=O)CCN4C(=O)c5ccccc5C4=O)cc3)sc2c1
[22] CC1CCN(C(C)C(=O)Nc2ccc(S(=O)(=O)N3CCCC3)cc2)CC1 (stereo not drawn)
[23] CC(=O)c1c(C)nc2ccccn12
[24] O=C(CNC(=O)c1ccc(Br)o1)NCc1ccc2c(c1)OCO2
[25] COc1ccccc1NC(=O)Nc1ccnn1C1CCCCC1
[26] Cc1nc2ccc(Cl)cc2c(=O)n1-c1ccc([N+](=O)[O-])cc1
[27] Cc1ccccc1NC(=O)COC(=O)c1cccc(S(=O)(=O)N2CCCCC2)c1
[28] Cc1cccn2c(N)c(-c3ccccc3)nc12
[29] O=C(COc1cc(Cl)c(Cl)cc1Cl)NC(=O)Nc1ccc2c(c1)OCCO2
[30] CN(c1ccccc1)S(=O)(=O)c1cccc(C(=O)Nc2nn[nH]n2)c1

compound no.	21	22	23	24	25	26	27	28	29	30
Pf growth 96h	59%[activator]	-29%	3%	45%[activator]	22%	-8%	-44%	u	135%[activator]	27%
Tb PYK inh	-16%	1%	0%	-6%	3%	-26%	1%	-4%	-1%	0%
Shiga toxin inh	79*	x	-19	5	11	11	x	26	145*	7
AmpC inh no detg	-8%	-20%	-20%	-18%	-6%	62%[activator]	-15%	-22%	-6%	-19%
LmPK inh	1%	x	-6%	-4%	-3%	-7%	x	u	-12%	0%
Pf growth 48h	218%[activator]	u	18%	43%[activator]	9%	-16%	u	38%[activator]	90%[activator]	33%[activator]
CHX counter	55*	x	-4	-1	9	1	x	20*	76*	-2

Compounds listed so far containing a nitro group on carbon:
[20] CCOC(=O)C1=C(c2ccccc2)NC(=S)NC1c1ccc(Cl)c([N+](=O)[O-])c1 (stereo not drawn)
[26] Cc1nc2ccc(Cl)cc2c(=O)n1-c1ccc([N+](=O)[O-])cc1

compound no.	20	26
Pf growth 96h	276%[activator]	-8%
Tb PYK inh	x	-26%
Shiga toxin inh	38	11
AmpC inh no detg	-43%	62%[activator]
LmPK inh	-1%	-7%
Pf growth 48h	u	-16%
CHX counter	-7	1

(continued)
[31] CCOC(=O)C1C(=O)C=C(c2ccc(C)cc2)CC1c1cccc([N+](=O)[O-])c1 (stereo not drawn)
[32] NS(=O)(=O)c1ccc(-c2ccc(C=C3C(=O)NC(=O)NC3=O)o2)cc1
[33] COc1ccc(C2=NS(=O)(=O)N(C)C(C(=O)Nc3ccc(F)cc3F)=C2)cc1
[34] O=c1c2ccccc2nc(-c2ccc(F)cc2)n1NCc1ccccc1O
[35] CC1CCCCC1NC(=O)COC(=O)c1ccc2ccccc2n1 (stereo not drawn)
[36] O=C(C(=O)N1CC=C(c2ccccc2)CC1)c1c[nH]c2ccccc12
[37] CCCCNc1cc(=O)n(C)c(=O)[nH]1
[38] O=C(CCSc1ccc(Br)cc1)c1ccc(O)cc1
[39] CCN1CCN(c2nc(Nc3ccc(OC)cc3)nc(N)c2[N+](=O)[O-])CC1
[40] CCCCSc1nnc(NC(=O)CCc2ccccc2)s1

compound no.	31	32	33	34	35	36	37	38	39	40
Pf growth 96h	6.6µM*	64%[activator]	67%[activator]	0%	-6%	45%[activator]	2%	5%	u	-9%
Tb PYK inh	-5%	10µM*	-9%	-8%	-4%	-1%	-1%	3%	5%	-2%
Shiga toxin inh	-19	-6	8	10	27	-14	31	6	-15	-10
AmpC inh no detg	-12%	-18%	-29%	-23%	-6%	-13%	1%	-48%	-12%	-23%
LmPK inh	-2%	-14%	-1%	4%	-6%	2%	8%	2%	-2%	8%
Pf growth 48h	u	58%[activator]	30%[activator]	-5%	42%	10%	x	-3%	-12%	x
CHX counter	5	1	9	-4	-3	-1	-1	-1	-2	1

[41] CCOC(=O)C(NC(=O)c1ccc(OC)cc1)(Nc1cc(C)on1)C(F)(F)F (stereo not drawn)
[42] COc1ccccc1CN(C)C(=O)c1cc(C)nc2ccccc12
[43] CCC(=O)NNc1cccc(Cl)n1
[44] O=S(=O)(Nc1ccc(-c2nc3cccnc3s2)cc1)c1cccs1
[45] CCCc1nc2ccccc2c(=O)n1-c1ccc(C(=O)OCC)cc1
[46] COc1cccc(Nc2nnc(SCN3C(=O)c4ccccc4C3=O)s2)c1
[47] O=C(Nc1ccc(OC(F)F)cc1)c1cc(S(=O)(=O)N2CCCCC2)ccc1N1CCOCC1
[48] CCCCCn1c(=O)c(C(=O)NCCc2ccccc2)c(O)c2ccccc21
[49] C=CCn1c(SCC(=O)c2ccc(O)c(O)c2)nnc1-c1cccc(C)c1
[50] O=C(O)[C@@H]1CCCN1C(=O)c1ccco1

compound no.	41	42	43	44	45	46	47	48	49	50
Pf growth 96h	18%	u	0%	74%[activator]	3%	140%[activator]	4.7µM*	5.9µM*	41%[activator]	21%
Tb PYK inh	0%	0%	-7%	-10%	0%	-7%	4%	-1%	-24%	-12%
Shiga toxin inh	-17	-10	-4	36	-17	3	x	x	x	-7
AmpC inh no detg	-6%	1%	-15%	-50%	-22%	-3%	34%	-29%	-25%	-6%
LmPK inh	2%	1%	-4%	-2%	0%	2%	x	8%	x	-3%
Pf growth 48h	-9%	0%	-4%	52%[activator]	-16%	63%[activator]	u	15µM*	-17%	1%
CHX counter	2	-5	-1	28*	-3	6	x	-1	x	1

From compound 1 up to 2, copied from above:
[1] CCCn1c(N)c(NCCN2CCOCC2)c(=O)n(CC(=O)NCc2ccccc2)c1=O
[2] O=C(CSc1nn(-c2ccc(F)cc2)c(=S)s1)NC1CCS(=O)(=O)C1 (stereo not drawn)

compound no.	1	2
Pf growth 96h	23%	-29%
Tb PYK inh	3%	12%
Shiga toxin inh	29	-8
AmpC inh no detg	-3%[11.4 µM]	-13%
LmPK inh	2%	0%
Pf growth 48h	4%	-19%
CHX counter	7	1

Continued:
[51] CCOC(=O)c1c(NC(=O)/C=C\C(=O)O)sc(C)c1-c1ccccc1
[52] COc1ccc(N(CC(=O)Nc2cccc([N+](=O)[O-])c2C)S(C)(=O)=O)cc1OC
[53] Cc1cc(S(=O)(=O)Nc2c(C)nc3nc[nH]n3c2=O)ccc1F
[54] CC1=C([N+](=O)[O-])C(c2ccccc2)NC(=O)N1 (stereo not drawn)
[55] CCCC(C)C(=O)Nc1ccc(S(N)(=O)=O)cc1 (stereo not drawn)
[56] CCCC/C(=N\O)c1c[nH]c2ccccc12
[57] CC1=[N+]([O-])C(C)(C)C(c2ccc(Br)cc2)=[N+]1[O-]

compound no.	51	52	53	54	55	56	57
Pf growth 96h	-3%	40%[activator]	31%[activator]	u	-1%	x	u
Tb PYK inh	-2%	-7%	6%	-1%	12%	1%	-9%
Shiga toxin inh	-15	-10	27	x	-10	14	8
AmpC inh no detg	-22%	-8%	-7%	-19%	-10%	-19%	-20%
LmPK inh	1%	2%	4%	1%	0%	0%	-2%
Pf growth 48h	u	2%	2%	6%	-3%	12%	18%
CHX counter	-3	-3	-2	-6	0	5	-1

High-throughput results: PubChem, National Center for Advancing Translational Sciences (NCATS)
